HIV Rev-RRE inh: HIV-1 Rev-RRE binding inhibitors, primary screen, biochemical, FRET, protein-RNA interaction; P05866; Rev peptide-RRE RNA binding; inhibition, % at 8 µM; hit rate 0.79% among 97,000; AID 704, 2007;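 active means inhibition above the screen-wide mean plus 3 SD, cut at about 35% in these data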;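 further: 0% = median DMSO wells and 100% = median Neomycin B control wells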
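Probe or stimulus: fluorescein-Rev peptide as binding partner; assay system: Cy5-tagged RRE RNA duplex with fluorescein-tagged Rev peptide; timing: 5 min compound–RNA preincubation, then 15 min with peptide, 25 °C; medium: HEPES pH 7.5 buffer with KCl, MgCl2, NaCl and EDTA; signal: fluorescein-to-Cy5 FRET, 480 nm excitation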
EphB4 antag: EphB4-ephrin-B2 interaction antagonists, primary screen, biochemical, TNYL-RAW peptide probe, fluorescence polarization; hit rate 0.15% among 97,000; inhibition, % at 7 µM; EphB4 LBD / TNYL-RAW-Alexa532 peptide; Ephrin type-B receptor 4 (Homo sapiens), P54760;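 active means inhibition above the screen-wide mean inhibition plus 3 SD, cut at about 15% in these data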;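 further: 0% = DMSO wells and 100% = excess unlabeled TNYL-RAW peptide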
PLK1 inh: human PLK1 kinase inhibitors, primary screen, biochemical, TR-FRET; AID 619, 2007; recombinant PLK1 kinase, TR-FRET peptide phosphorylation; Serine/threonine-protein kinase PLK1 (Homo sapiens), P53350; hit rate 0.53% among 97,000; inhibition, % at 10 µM;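 active means inhibition of 50% or more in the single-concentration screen; inactive means inhibition below 50%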;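 further: 0% = DMSO max control and 100% = H-89 dihydrochloride min control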
CYP2C9 inh: blockers of cytochrome P450 2C9 activity – biochemical, luminescence, ADME assay, primary screen | CYP2C9 Supersomes, luciferin-H conversion | inhibition, % at 5 µM | hit rate 20% among 96,000 | AID 777, 2007;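 active means blocking of liver enzyme CYP2C9 beyond about 50% at 5 µM, limit read from the data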; further: values of inactives mirror those of a sister screen read the other way
Target sequence (P11712 whole entry, looked up): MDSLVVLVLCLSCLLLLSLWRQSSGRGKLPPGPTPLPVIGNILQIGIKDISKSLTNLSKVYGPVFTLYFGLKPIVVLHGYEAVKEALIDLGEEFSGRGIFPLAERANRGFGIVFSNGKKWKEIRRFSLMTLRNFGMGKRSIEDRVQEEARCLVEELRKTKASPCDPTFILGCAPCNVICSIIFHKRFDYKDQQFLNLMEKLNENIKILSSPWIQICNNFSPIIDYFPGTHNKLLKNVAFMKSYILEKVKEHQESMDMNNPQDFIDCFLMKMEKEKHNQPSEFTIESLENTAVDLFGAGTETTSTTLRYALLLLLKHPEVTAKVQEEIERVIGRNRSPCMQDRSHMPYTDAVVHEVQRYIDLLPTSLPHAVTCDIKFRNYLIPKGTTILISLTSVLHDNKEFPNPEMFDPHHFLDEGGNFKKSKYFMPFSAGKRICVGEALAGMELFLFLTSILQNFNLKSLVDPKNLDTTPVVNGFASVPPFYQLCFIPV
PLK1 PBD inh: Plk1 polo box domain binding inhibitors, primary screen, biochemical, fluorescence polarization; hit rate 0.13% among 97,000; Plk1 PBD phosphopeptide binding; Serine/threonine-protein kinase PLK1 (Homo sapiens), P53350; inhibition, %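 (tested at about 20 µM)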; in the data active means inhibition above about 34%, passing the limit was not always enough
CYP2C19 inh: blockers of cytochrome P450 2C19 activity – biochemical, luminescence, ADME assay, primary screen. P33261. CYP2C19 Supersomes, luciferin-H EGE luminescence, 30 min. inhibition, % at 5 µM. hit rate 21% among 96,000;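 active means CYP2C19 inhibition above a set limit at 5 µM in the primary screen, cut at about 50% in these data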;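 further: plate controls were negative control wells for no effect and 2.5 mM tranylcypromine positive control for full effect; values of inactives mirror those of a sister screen read the other way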
CYP2C19 act: human CYP2C19 activators, primary screen, biochemical, luminescence; Cytochrome P450 2C19 (Homo sapiens), P33261; recombinant CYP2C19, luciferin-H EGE luminescence; hits give high values; 0 = fully inhibited enzyme, 1 = untreated enzyme; activation factor at 5 µM; 96,000 tested, under 10 active;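 active means activation factor of at least 2 at 5 µM in the primary screen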;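 further: 0 = wells with 2.5 mM tranylcypromine and 1 = vehicle-only wells; values of inactives mirror those of a sister screen read the other way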
PLAP activator: PLAP enzyme activators, biochemical, luminescence, HTS | Alkaline phosphatase, placental type (Homo sapiens), P05187 | purified PLAP enzyme, luminescent substrate read-out; hits give high values | activation fold at 20 µM | hit rate 1.2% among 96,000 | AID 696, 2007; in the data active means activation fold above about 2
Target sequence (P05187 whole entry, looked up): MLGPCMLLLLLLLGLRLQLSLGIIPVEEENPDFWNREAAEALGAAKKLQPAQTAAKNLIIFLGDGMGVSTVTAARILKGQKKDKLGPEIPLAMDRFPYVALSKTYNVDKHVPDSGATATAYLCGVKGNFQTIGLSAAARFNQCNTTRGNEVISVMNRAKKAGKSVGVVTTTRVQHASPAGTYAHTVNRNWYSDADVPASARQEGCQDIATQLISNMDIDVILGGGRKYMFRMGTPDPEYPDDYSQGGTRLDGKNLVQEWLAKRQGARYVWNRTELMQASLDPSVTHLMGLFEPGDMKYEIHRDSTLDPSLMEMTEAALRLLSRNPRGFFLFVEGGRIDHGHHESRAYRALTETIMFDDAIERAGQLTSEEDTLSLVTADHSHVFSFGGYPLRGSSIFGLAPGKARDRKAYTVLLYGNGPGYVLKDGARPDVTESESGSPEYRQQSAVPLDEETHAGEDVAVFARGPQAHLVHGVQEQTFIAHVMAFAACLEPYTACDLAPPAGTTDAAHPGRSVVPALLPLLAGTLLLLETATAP
CYP2C9 act: human CYP2C9 activators, primary screen, biochemical, luminescence; AID 1024, 2008; Cytochrome P450 2C9 (Homo sapiens), P11712; activation factor at 5 µM; hit rate 1.4% among 96,000; recombinant CYP2C9, luciferin-H conversion; hits give high values; factor 1 = untreated enzyme, 0 = blocked;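 active means activation factor of 2 or more for CYP2C9 at a 5 µM dose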;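 further: 0 = sulfaphenazole-blocked wells and 1 = vehicle-only wells; values of inactives mirror those of a sister screen read the other way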
Active calls of the source: *; · = no result given; [ ] = dose if it differs, or a comment.

item | SMILES | HIV Rev-RRE inh | PLAP activator | CYP2C9 act | PLK1 PBD inh | CYP2C19 inh | PLK1 inh | CYP2C9 inh | CYP2C19 act | EphB4 antag
1 | Cn1cccc1/C=C1\CC(C(C)(C)C)C/C(=C\c2cccn2C)C1=O (stereo unspecified) | 125*[fluorescence artefact?] | 1.1 | 0.8 | -87 | 13 | -9 | 16 | 0.9 | 3
2 | CCNC(=O)COn1c(SCC(=O)NCC)nc2ccccc2c1=O | 8 | 1 | 0.8 | -14 | 24 | -6 | 16 | 0.8 | 2
3 | CCC(C)[C@H](NC(=O)NCCCN1CCOCC1)C(=O)OC (stereo partly specified) | 7 | 1 | 1 | -9 | 9 | 8 | 3 | 0.9 | 0
4 | O=C(NCc1ccccc1)c1ccc(Cn2cc(C(F)(F)F)ccc2=O)cc1 | -1 | 0.8 | 0.9 | 18 | -3 | -10 | 7 | 1 | -2
5 | CCCN1CCCc2cc(CN(CCCN3CCOCC3)C(=O)Nc3ccc(OCC)cc3)ccc21 | 4 | 1.7 | 0.9 | 11 | 9 | 3 | 8 | 0.9 | 1
6 | COc1ccccc1NC(=O)c1ccc(NS(C)(=O)=O)cc1 | 5 | 1.1 | 3.3* | -12 | 8 | -21 | -233 | 0.9 | 3
7 | CCOC(=O)C1=C(c2ccccc2)Nc2ncnn2C1c1cccc(OC)c1OC (stereo unspecified) | 7 | 1.5 | 0.6 | 2 | 44 | -12 | 40 | 0.6 | 8
8 | N#CC1=C(N)C(C#N)(C#N)C(c2ccncc2)C2CN(C(=O)OCc3ccccc3)CC=C12 (stereo unspecified) | 9 | · | · | -28 | · | 25 | · | · | 1
9 | Cc1cc(C)n(-c2ccc(C(=O)C(C#N)c3nc4ccccc4n3C)cc2)n1 (stereo unspecified) | 14 | 1.2 | 1 | -1 | 30 | -7 | -3 | 0.7 | 13
10 | CCOc1ccc(NC2=NCC(=O)N2CCc2ccccc2)cc1 | 0 | 1.7 | 0.6 | -2 | 67* | -6 | 44 | 0.3 | 3
11 | Nc1nnc(SCc2ccc3c(c2)OCO3)s1 | 3 | 0.8 | 1 | 11 | 45 | -6 | 4 | 0.6 | -5
12 | COc1ccccc1N(CN1CCCC1=O)C(=O)c1c(F)cccc1Cl | 1 | 1.1 | 0.9 | 6 | 16 | -5 | 9 | 0.8 | 6
13 | Cc1cc(C)nc(SCc2n[nH]c(=S)n2C)n1 | 9 | · | · | -10 | · | -9 | · | · | -1
14 | CN(C)c1ccc(/C=c2\sc3n(c2=O)CCCN=3)cc1 | 37* | 0.8 | 0.9 | -42 | 20 | -37 | 9 | 0.8 | -1
15 | COc1ccc(S(=O)(=O)Cc2ccc(C(=O)NCc3ccc(F)cc3)o2)cc1 | 3 | 0.9 | 0.4 | 0 | 18 | -7 | 64* | 0.8 | 0
16 | CCOC(=O)c1sc(NS(=O)(=O)c2ccc(C)cc2)nc1C | -8 | 1 | 0.2 | -9 | 42 | -13 | 77* | 0.6 | -5
17 | COc1ccc(-c2noc(CN(C)S(=O)(=O)c3ccc(Cl)cc3)n2)cc1OC | 14 | 0.9 | 0.9 | 3 | 42 | -14 | 13 | 0.6 | -6
18 | COCCNC(=O)C(C)N1c2cccc3cccc(c23)S1(=O)=O (stereo unspecified) | 4 | · | · | 3 | · | -9 | · | · | 3
19 | CC(C)(C)C1=Nn2c(nnc2-c2ccccn2)SC1 | 7 | 1.1 | 1.1 | -9 | 9 | 5 | -10 | 0.9 | 2
20 | CN(C)c1ccc(/C=N/n2ncc3ccccc32)cc1 | · | 1 | 1.1 | · | 14 | · | -10 | 0.9 | ·
21 | Cc1ccc(NC2OC(C(O)CO)C(O)C2O)cc1[N+](=O)[O-] (stereo unspecified) | 8 | 1 | 1.1 | 7 | -17 | 2 | -8 | 1.2 | 1
22 | Cc1c(-n2c(CN3C(=O)c4ccccc4C3=O)nc3ccccc3c2=O)c(=O)n(-c2ccccc2)n1C | 1 | · | · | -31 | · | 13 | · | · | 2
23 | Cc1ccc(Cc2nc(-c3cccc(C)c3)no2)cc1 | 10 | 0.8 | 1.1 | 8 | 2 | -1 | -9 | 1 | -12
24 | COc1cc2c(cc1NC(=O)CN1CCN(S(=O)(=O)c3ccc(C)cc3)CC1)oc1ccccc12 | 5 | 0.9 | 0.5 | -14 | 0 | -10 | 47 | 1 | 7
25 | Cc1csc(NC(=O)c2cc(C)oc2C)n1 | 6 | 1 | 0.8 | -41 | 12 | -9 | 22 | 0.9 | 2
26 | COc1ccc(C2CCN(Cc3cccnc3)CC2O)cc1 (stereo unspecified) | 0 | 0.9 | 0.9 | -21 | 22 | -12 | 6 | 0.8 | -5
27 | CCn1c(=NC(=O)CN2C(=O)CCC2=O)sc2c(C)cc(C)cc21 | 5 | 1.4 | 1.8 | 13 | 17 | -6 | -76 | 0.8 | 3
28 | CSc1ccc(Cn2nnc(C(=O)Nc3ccc(C)c(C)c3)c2N)cc1 | 0 | 0.7 | 0.7 | -2 | 37 | -2 | 25 | 0.6 | -5
29 | O=C(NC1CCCCC1)c1ccc(Cn2cc(Cl)cn2)cc1 | -6 | 0.8 | 0.7 | 12 | -1 | 6 | 27 | 1 | 4
30 | O=C(CCc1ccccc1)NCCCN1CCOCC1 | 1 | 0.8 | 1 | -4 | 8 | -13 | 3 | 0.9 | -15
31 | CCCC1=C(C(=O)OCC)C(c2ccc(F)cc2)n2ncnc2N1 (stereo unspecified) | 13 | 0.9 | 0.2 | -16 | 55* | -9 | 76* | 0.5 | -5
32 | CCOC(=O)COc1c(Br)cc(C2NC(=O)NC(C)=C2C(C)=O)cc1OC (stereo unspecified) | -2 | · | · | -1 | · | -6 | · | · | -8
33 | Cn1c(CO)nc2cc(N)ccc21 | 6 | 1 | 1 | 5 | 3 | -7 | 0 | 1 | 3
34 | FC(F)Oc1ccc(NC(=S)NN2CCOCC2)cc1 | 2 | 0.9 | 1 | 8 | 34 | -14 | -1 | 0.7 | -4
35 | COc1cc2c(cc1OC)-c1nc3ccccc3c(=O)n1C(C)(C)C2 | 12 | 1.4 | 0.4 | 4 | 26 | -1 | 56* | 0.7 | -6
36 | CCCCNC(=O)C1C2C=CC3(CN(Cc4ccccc4Cl)C(=O)C13)O2 (stereo unspecified) | 12 | 1 | 0.9 | -7 | 6 | -12 | 10 | 0.9 | 16*
37 | COc1ccc(S(=O)(=O)NC2(C(F)(F)F)N=C3SCCN3C2=O)cc1 (stereo unspecified) | 1 | 1.1 | 1.1 | -17 | -2 | 3 | -5 | 1 | -6
38 | O=C(O)COc1cccc2ccccc12 | 4 | 1.2 | 0.9 | -4 | -1 | 0 | 11 | 1 | 0
39 | Cc1cc2ncc(-c3ccc(Cl)cc3)c(N)n2n1 | 9 | 2* | 0.2 | -8 | 35 | -13 | 77* | 0.7 | 9
40 | C/C(CC(=O)NCc1ccco1)=N\NC(=O)Cc1ccc(Cl)cc1 | 4 | 1 | 0.9 | 7 | 10 | -13 | 7 | 0.9 | -3
41 | COc1oc(-c2ccc(Cl)cc2)nc1C(F)(F)F | 10 | · | · | -19 | · | -8 | · | · | 0
42 | Cc1ccc(Nc2nc(CSc3nnnn3-c3ccccc3)cs2)cc1 | 9 | 1 | 1.7 | 7 | 35 | -10 | -68 | 0.6 | -5
43 | Cn1c(NC(=O)c2ccccc2Br)cc(=O)n(C)c1=O | · | 0.9 | 1.3 | · | -4 | · | -30 | 1 | ·
44 | Cc1ccc(C)c(-n2c(-c3csc(C)c3)n[nH]c2=S)c1 | -3 | 1.9 | 0.8 | -9 | 44 | -24 | 23 | 0.6 | 2
45 | CC(=O)Nc1cc(S(=O)(=O)Nc2cccc(C)c2)c(C)cc1C | -1 | 0.9 | 1.6 | 3 | 65* | -14 | -56 | 0.4 | -5
46 | CCCCCC(=O)Nc1c(-c2ccc(OC)cc2)c(=O)c2ccccc2n1C | 1 | 1 | 0.5 | -27 | -15 | -11 | 50 | 1.2 | 0
47 | CCSc1ncnc2sc3c(c12)CCC3 | 9 | 0.9 | 0.9 | -12 | 9 | -6 | 6 | 0.9 | 6
48 | O=C1C2CC=CCC2C(=O)N1c1n[nH]c(-c2ccccc2)n1 (stereo unspecified) | 10 | 0.3 | 0.1 | 20 | 80* | 10 | 92* | 0.2 | -2
49 | CCOC(=O)NC1(NCc2ccccc2)Oc2ccccc2O1 | -1 | 0.9 | 0.8 | 4 | 30 | -13 | 18 | 0.7 | 9
50 | O=C(O)Cn1nnc(-c2cccs2)n1 | 0 | 0.9 | 1 | -27 | -3 | -12 | -2 | 1 | -5
51 | COc1cc(CNCCN2CCOCC2)ccc1OCc1ccc(Cl)cc1 | 4 | 1.8 | 1 | -7 | 20 | -11 | 3 | 0.8 | 2
52 | CCn1nnc2sc3c(c2c1=O)CCC(C)C3 (stereo unspecified) | 10 | 1.1 | 0.9 | 18 | 6 | -12 | 8 | 0.9 | 2
53 | Cn1c(=O)c2c(nc(NCCCN3CCOCC3)n2Cc2cccc(Cl)c2)n(C)c1=O | 2 | 1.3 | 0.9 | 1 | 14 | 0 | 11 | 0.9 | -1
54 | O=C(c1ccc(Cn2cc(Br)cn2)cc1)N1CCN(c2ccccc2)CC1 | 6 | 1.3 | 0.6 | -40 | 24 | -4 | 42 | 0.8 | -7
55 | CCOc1ccc(C(=O)NC2CCN(C(=S)NCc3ccco3)CC2)cc1 | 4 | 1.2 | 0.8 | 21 | 17 | -16 | 19 | 0.8 | 4
56 | C=CCn1c(SCn2nnc3ccccc3c2=O)nc2scc(-c3cccs3)c2c1=O | 1 | 1.5 | 0.3 | -6 | 36 | -12 | 72* | 0.6 | -3
57 | COC(=O)C1=CNC=C(C(=O)OC)C1c1ccccc1Cl | -1 | 0.9 | 0.3 | -2 | 84* | -6 | 70* | 0.2 | 5
58 | COc1ccc(CCn2c(-c3ccco3)nc3nc4ccccc4nc32)cc1 | 16 | 1.6 | 0.2 | 4 | 83* | -9 | 82* | 0.2 | -2
59 | Cc1nnc(SCc2ccccc2)n1CC1CCCO1 (stereo unspecified) | 4 | 1.1 | 1.1 | 10 | 5 | -9 | -9 | 1 | 8

Screens: PubChem BioAssay, several laboratories
